Screening results (PubChem BioAssay)
ERa coact pot = enhancers of ERα–SRC-1 coactivator binding, primary screen, biochemical, TR-FRET, ERα LBD, low estradiol; Estrogen receptor (Homo sapiens), P03372; TR-FRET ERalpha-LBD/SRC-Cy5 coactivator binding, 2 h; 100 = basal binding, no effect; coactivator binding (% of control), % at 25.6 µM; 86,000 compounds, 1.3% hits; AID 639, 2007; in the data active = activity above about 200%;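 also: binding measured in presence of low estradiol as agonist stimulus; 0% = peptide alone without receptor and 100% = receptor with peptide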
MT1-MMP txn act = MT1-MMP promoter reporter activation – cell-based, luciferase luminescence, primary screen. HT1080 MT1-MMP promoter luciferase reporter, overnight; hits give high values. activation factor at 10 µM. 86,000 compounds, 0.16% hits. AID 750, 2007;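 active = activation factor of at least 2 for MT1-MMP transcription at 10 µM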
PLAP act = PLAP enzyme activators, biochemical, luminescence, HTS; purified PLAP enzyme, luminescent substrate read-out; hits give high values; activation fold at 20 µM; 96,000 compounds, 1.2% hits; AID 696, 2007; in the data active = activation fold above about 2
Mac1 fbg inh = inhibitors of CD11b/CD18 adhesion to fibrinogen, primary screen, K562 cells, luminescence | ATPlite luminescence; Mn2+ added to activate the integrin | inhibition, % at 10 µM | 93,000 compounds, 0.54% hits | AID 1497, 2009;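 active = primary inhibition of 50% or more at 10 µM, then 40% or more on retest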; also: some results filed as inactive read as strong as hits
FAK inh = FAK kinase inhibitors, primary screen, biochemical. inhibition, %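 (tested at 7 µM)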. biochemical FAK kinase activity assay. Focal adhesion kinase 1 (Homo sapiens), Q05397. AID 727, 2007. 97,000 compounds, 0.84% hits; in the data active = inhibition above about 19%;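 also: 0% = DMSO and 100% = reference compound high control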
ERa coact inh = ERα–SRC-1 coactivator interaction inhibitors, primary screen, biochemical, TR-FRET, ERα LBD, estradiol-bound; TR-FRET ER-alpha LBD / SRC-1 peptide; Estrogen receptor (Homo sapiens), P03372; inhibition, % at 25.6 µM; 86,000 compounds, 1.7% hits; in the data active = inhibition above about 50%;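 also: 0% = receptor plus peptide control and 100% = peptide only without receptor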
CD11b adhes enh = enhancers of CD11b/CD18 adhesion to fibrinogen, primary screen, K562 cells, luminescence. Integrin beta-2 (Homo sapiens) + Integrin alpha-M (Homo sapiens), P05107+P11215. ATPlite luminescence. activation, % at 10 µM. 93,000 compounds, 0.07% hits. AID 1499, 2009;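 active = 10 µM primary screen giving 50% or more activity, confirmed by 40% or more on retest at that dose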; also: strong numbers were not always called active; reference of the scale not given here
Ecoli WT expand = growth inhibitors of wild-type E. coli, primary screen, strain BW25113, expanded library, OD600. OD600 absorbance. growth inhibition, % at 100 µM. 98,000 compounds, 0.15% hits;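 active = growth inhibition above about 50% at one test dose, limit read from the data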;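 also: growth measured after 20 h incubation at 37 °C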
ERb coact inh = inhibitors of ERβ-SRC1 coactivator interaction, primary screen, biochemical, TR-FRET, ERβ LBD, SRC-1 peptide | 86,000 compounds, 1.3% hits | inhibition, % at 25.6 µM | Estrogen receptor beta (Homo sapiens), Q92731 | TR-FRET ER-beta LBD / SRC1-Cy5 peptide binding; receptor agonist-loaded with 1 µM estradiol;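 active = compounds whose percent inhibition of the receptor-coactivator binding signal exceeds about 50% in the single-dose screen, limit read from the data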;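 also: 0% = receptor plus peptide wells without compound and 100% = peptide-only wells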
Target sequence (Q92731 whole entry, looked up, the tested form may be a part): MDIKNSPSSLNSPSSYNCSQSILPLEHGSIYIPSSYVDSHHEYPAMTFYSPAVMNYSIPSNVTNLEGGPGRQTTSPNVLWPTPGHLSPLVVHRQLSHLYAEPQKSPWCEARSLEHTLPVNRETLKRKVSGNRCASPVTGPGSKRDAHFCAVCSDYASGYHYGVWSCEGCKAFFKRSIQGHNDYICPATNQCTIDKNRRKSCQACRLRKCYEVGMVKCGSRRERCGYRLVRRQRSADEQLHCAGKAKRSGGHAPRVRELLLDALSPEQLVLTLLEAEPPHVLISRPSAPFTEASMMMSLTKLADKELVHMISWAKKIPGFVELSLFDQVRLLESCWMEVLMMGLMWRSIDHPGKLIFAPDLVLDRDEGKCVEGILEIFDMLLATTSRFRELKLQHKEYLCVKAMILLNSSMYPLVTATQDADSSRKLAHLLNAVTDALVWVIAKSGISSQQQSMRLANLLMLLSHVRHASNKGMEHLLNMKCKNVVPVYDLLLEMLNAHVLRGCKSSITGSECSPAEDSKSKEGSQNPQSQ
The depositor's hits bear a star; . = no result given; [ ] = remark or other dose. No enrichment for hits; any-hit rate near 5.1%.

SMILES	ERa coact pot	MT1-MMP txn act	PLAP act	Mac1 fbg inh	FAK inh	ERa coact inh	CD11b adhes enh	Ecoli WT expand	ERb coact inh
CCOc1cc(C(=O)Nc2nnc(CC)s2)ccc1OCC(=O)N1CCOCC1	103.7	1.2	1.1	15.9	-1.5	-2.9	-2.1	5.0	-14.1
Nc1c(C(=O)NCCN2CCOCC2)c2nc3ccccc3nc2n1-c1cccc(F)c1	93.8[fluorescence artefact?]	1	2*	-4.8	.	-2.2	1.3	0.0	-8.9
CCn1c(COc2ccccc2)nnc1SCC(=O)Nc1ccc2c(c1)OCCO2	114.7	1	0.9	-0.8	5.2	-8.1	0.4	-12.0	-11.8[fluorescence artefact?]
CCOc1ccc2nc(NC(=O)CSc3nc4c(c(=O)n(C)c(=O)n4C)n3CC)sc2c1	92.8[fluorescence artefact?]	1.1	1.3	-1.2	.	8.3[fluorescence artefact?]	0.7	.	6.0
CCOC(=O)c1ccc(NC(=O)COc2ccccc2OC)cc1	.	1	1	.	1.9	.	.	0.0	.
COc1ccc(/C(O)=C2/C(=O)C(=O)N(CCCN(C)C)C2c2ccc(Cl)cc2)cc1OC (stereo unspecified)	135.3	1.1	.	.	-2.5	-17.8	.	.	-0.5
CCOC(=O)C1CN(c2cc3c(cc2F)c(=O)c(C(=O)O)cn3CC)OC1C(=O)OCC (stereo unspecified)	115.0	1	1	1.4	0.5	2.4	-3.9	10.0	17.4
N#Cc1nc(N2CCCCC2)nc(N2CCOCC2)n1	137.2	1.2	1	45.8	6.3	-0.9[fluorescence artefact?]	-1.5	-2.0	-0.4
Cc1ccccc1-n1nnc2c(=O)oc3ccccc3c21	126.4	1.1	1	.	0.7	-5.0	.	5.0	-10.3
COC(=O)c1ccc(-c2n[nH]c(=O)c3ccccc23)cc1	296.1*[fluorescence artefact?]	1	.	.	2.4	1.1[fluorescence artefact?]	.	-17.0	-1.9[fluorescence artefact?]
CC1(C)C(=O)Nc2ccccc2N1C(=O)COc1ncnc2ccccc12	124.1[fluorescence artefact?]	0.9	1.1	-22.7	-2.8	-3.9[fluorescence artefact?]	-0.8	-2.0	-3.2
Cc1cccc(-c2c3c(=O)n(C)c(=O)n(C)c3cn2CC2CCCO2)c1 (stereo unspecified)	99.3	1.2	1.1	5.9	-0.2	0.6	1.1	-2.0	-5.2
CCOCCCNC(=O)c1ccc(OC(C)=O)cc1	132.7[fluorescence artefact?]	1.2	0.7	-5.1	-0.2	-4.5[fluorescence artefact?]	-3.6	5.0	-6.4[fluorescence artefact?]
CCOC(=O)C1=C(N)c2ccccc2CC1C(C)C (stereo unspecified)	127.3	1.2	0.4	-4.9	2.5	-5.2	-2.1	7.0	1.3[fluorescence artefact?]
COc1ccc(-n2c(COc3cccc4ccccc34)nnc2SCC#N)cc1	93.7[fluorescence artefact?]	1.2	.	.	2.7	-19.9	.	.	-2.2
Cc1oc(-c2ccc(Cl)cc2)nc1CN1CCC(C(=O)N2CCc3ccccc3C2)CC1	125.1	0.9	1.5	9.8	4.5	15.5	-0.7	11.0	-3.3[fluorescence artefact?]
COc1cc(C2C(C(N)=O)=C(C)Nc3nc(CCCO)nn32)cc(OC)c1OC (stereo unspecified)	114.1	1.1	1	0.7	.	-8.5	1.8	12.0	3.2
CC(=O)Nc1ccc(S(=O)(=O)NNC(=O)c2cc3c4ccccc4n(C)c3s2)cc1	.	.	0.9	-16.8	-1.3	.	8.6	-4.0	.
CC1=C(C(N)=O)C(c2ccccc2)n2nc(-c3cccc(C)c3)nc2N1 (stereo unspecified)	137.0	1.1	0.9	1.2	5.6	-2.1	-0.9	1.0	-6.5
Cc1ccc(NC(=O)c2cc(-c3ccc(C)o3)nc3ccccc23)cc1	52.1[fluorescence artefact?]	1.1	0.9	.	3.5	45.8[fluorescence artefact?]	.	-9.0	34.2
CC(C)Oc1ccc(/C=N/NC(=O)C2CCCN2S(=O)(=O)c2ccc(Cl)cc2)cc1 (stereo unspecified)	.	.	1.3	-1.4	0.7	.	3.7	5.0	.
C=CCNC(=O)C(C)N1C(=O)c2ccccc2C1=O (stereo unspecified)	83.1	1.2	1	0.4	-4.9	-1.4	-1.8	4.0	-3.4
O=[N+]([O-])c1ccc(N2CCN(c3nc(-c4ccc(Cl)cc4)cs3)CC2)cc1	99.7	1	1.1	-2.8	-1.8	-2.1	-3.8	-18.0	-3.4
Cc1ccc(C)c(NC(=O)CSc2nnc(-c3ccccc3)o2)c1	119.0	1.1	1.1	2.4	-4.7	8.6	-3.2	2.0	4.8
Brc1ccc(-c2nc(-c3ccccc3)no2)o1	93.1	1.3	0.9	-0.4	2.0	0.1	-3.7	7.0	2.8
Cc1nnc(SCc2nc3ccccc3nc2C)s1	105.3	1.2	0.8	-6.0	1.8	-1.6	-4.9	-1.0	-10.0
CCN(CC)C(=O)C1CCCN(Cc2ccc(N(C)C)cc2)C1 (stereo unspecified)	109.5	1.1	1.2	-16.9	.	-7.3	-4.0	.	11.7
O=C(Oc1ccc(-c2cnc3ccccc3n2)cc1)c1ccc(Br)o1	489.3*	1.1	0.8	14.6	47.4*	35.1	2.3	-5.0	22.9
O=C(CN1CCOCC1)Nc1ncccn1	98.6	.	0.8	-7.4	-0.7	0.0	1.4	-4.0	2.3
Cc1ccc(-c2noc(-c3ccccc3C(=O)N3CCCC3)n2)cc1	101.0[fluorescence artefact?]	1.8	1.5	-6.1	1.0	3.6[fluorescence artefact?]	-0.2	3.0	-10.7[fluorescence artefact?]
CC1(C)Cc2ccccc2-c2nnc(-c3ccccn3)n21	135.6	1	1.1	1.7	-6.8	4.3[fluorescence artefact?]	-1.2	-6.0	-13.8[fluorescence artefact?]
O=C(Nc1ccc(Br)cc1F)C1CCCN(S(=O)(=O)c2cnc[nH]2)C1 (stereo unspecified)	121.7	1.2	1.6	4.9	-1.3	-6.8	-3.1	1.0	-5.4
Cc1sc2c(c1C)c(=O)nc1scc(CC(=O)O)n12	102.7	1.1	0.8	-22.1	-2.8	4.8[fluorescence artefact?]	-3.7	1.0	-0.1
COc1cc(CCN2C(=O)c3cccc4cccc(c34)C2=O)c(S(=O)(=O)NCCCO)cc1OC	.	.	1.1	-3.6	-5.8	.	-1.2	-12.0	.
Cc1ccnc(N2CCC(C(=O)Nc3cccc(C(F)(F)F)c3)CC2)n1	105.9	1	1.3	17.5	.	-0.8	-3.1	0.0	-4.5
O=C1CCN(C(=O)Nc2ccccc2Cl)N1	.	.	1	21.4	-1.6	.	-1.8	-7.0	.
COc1cccc(-n2nnnc2SCC(=O)Nc2cccc(NC(C)=O)c2)c1	124.5	1.3	1	7.5	4.5	-1.2	-1.7	1.0	-4.7
CC1=NC2(CCCc3c2no[n+]3[O-])N(O)C1(C)C (stereo unspecified)	116.9	1.1	1	4.6	-1.9	0.3	-2.1	-3.0	3.1[fluorescence artefact?]
Cn1cccc1CNC1CCCCC1	.	.	1	-0.2	-0.4	.	-2.9	3.0	.
O=C(Nc1cccc(C(F)(F)F)c1)c1ccco1	103.8	1	1	.	-0.2	-4.2	.	2.0	-1.5
C#CCOC(=O)c1ccccc1C(=O)OCC#C	117.0	1.1	1	27.4	2.7	4.9[fluorescence artefact?]	1.5	12.0	-10.3[fluorescence artefact?]
Cc1ccccc1OCc1nc(-c2ccc(-n3cccc3)cc2)no1	115.0	1.4	0.8	-16.7	-1.9	3.5	1.7	-7.0	5.4
CC(=O)c1nn(-c2ccc(Br)cc2)cc1C(=O)c1ccco1	118.5	0.9	.	.	4.3	-4.2	.	.	11.4[fluorescence artefact?]
Clc1ccc(-c2nnc3sc(Cc4cccs4)nn23)c(Cl)c1	89.8	1	0.9	-10.3	-4.7	26.2	-1.9	-2.0	6.6
Cc1nc(N2CCN(S(=O)(=O)c3ccccc3)CC2)c2cc(-c3ccccc3)sc2n1	172.7	1.3	1.3	9.3	0.0	6.6[fluorescence artefact?]	0.2	3.0	7.1[fluorescence artefact?]
CCC(C)NC(=O)Cn1nc(C(F)(F)F)c2c1CCCC2 (stereo unspecified)	110.1	1	.	.	-0.5	-38.2	.	.	-22.8[fluorescence artefact?]
COC(/C=C/Nc1ccc(OC)cc1)=C(C#N)C#N	.	.	1.1	-1.6	2.7	.	-4.3	1.0	.
CC1(C)CC(O)C(C)(C)N1O (stereo unspecified)	98.4	1.2	1.1	.	0.7	-7.8	.	5.0	0.5
CCN1CC(C)C(O)(c2ccccc2)CC1C (stereo unspecified)	110.1	.	1.1	1.8	-2.4	-1.1	-3.9	-1.0	11.0[fluorescence artefact?]
COc1ccc(NC(C)=O)cc1NC(=O)CN1CCN(S(=O)(=O)c2ccc(C(C)C)cc2)CC1	248.9*[fluorescence artefact?]	1	1.2	.	-2.1	-3.8[fluorescence artefact?]	.	-1.0	45.8[fluorescence artefact?]
Cc1csc2ncc(C(=O)Nc3ccon3)c(=O)n12	113.4	1.1	.	.	0.3	-6.5	.	1.0	-3.5
COc1cc2c(cc1NC(=O)Nc1ccc(C)cc1)oc1ccccc12	.	.	1.2	7.8	0.9	.	-1.3	-5.0	.
COc1ccc2c(CC(=O)Nc3c(C)n(C)n(-c4ccccc4)c3=O)coc2c1	.	.	1.7	12.9	-1.1	.	0.1	8.0	.
COc1ccc(OCC(=O)Nc2ccc(NC(=O)c3ccco3)cc2)cc1	127.2	1.4	1.2	-11.7	-0.3	-4.1	-1.6	0.0	2.9
Cc1ccccc1OCC(=O)Nc1ccccc1CO	107.5	1.1	0.9	-1.0	-1.0	-1.2	1.7	1.0	6.2
Fc1ccc(C2NCCn3cccc32)cc1 (stereo unspecified)	105.9	1	1.3	.	8.1	-11.9[fluorescence artefact?]	.	8.0	8.3[fluorescence artefact?]
CCCCOc1ccc(S(=O)(=O)Nc2cccnc2)cc1	.	1.1	1.1	36.1	-8.3	.	-8.9	-13.0	.
CCOC(=O)C1CCN(Cc2c(F)cccc2Cl)CC1	.	1	1	0.8	-1.2	.	-0.2	13.0	.
CCCc1[nH][nH]c(=O)c1C(c1ccccc1)C(C#N)C#N (stereo unspecified)	87.0	1.1	1.8	-31.3	1.1	-1.5	4.8	3.0	-12.5
CCCCOC(=O)Nc1cc(OC)c(Cl)cc1OC	102.8[fluorescence artefact?]	1.1	1.2	-14.6	.	-4.4	-2.1	-5.0	-6.6
CCCS(=O)(=O)N1CCn2c(nc3ccccc32)C1	89.9	1.1	0.9	-10.2	-1.2	18.6[fluorescence artefact?]	1.0	4.0	7.9[fluorescence artefact?]
